POLI inh: inhibitors of human DNA polymerase iota; AID 588590; 390,000 compounds, 1% hits; Q9UNA4; Pol iota fluorescent replication assay, 10 min; Potency, µM (highest dose often 115 µM), without a hit: at the top dose activity, negative = inhibition, hits mostly inhibitors
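Pol iota at 10 nM preincubated 15 min with compounds at room temperature; reaction started with fluorescent substrate, 50 nM final. Fluorescence read kinetically at 0 and 10 min; buffer-only wells as negative control.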
BAZ2B block: inhibitors of human BAZ2B bromodomain; AlphaScreen BAZ2B-H3K14Ac peptide displacement; Potency, µM (titrated, usually from 114 µM), inactives show at the top dose activity change, negative = inhibition, actives largely listed as inhibitors; 360,000 compounds, 4.4% hits; further: on the % scale 0 is the no-effect control and ±100 the full control effect; nearly all actives have a fitted effect of over 60% in size
Target sequence (Q9UIF8 whole entry, looked up): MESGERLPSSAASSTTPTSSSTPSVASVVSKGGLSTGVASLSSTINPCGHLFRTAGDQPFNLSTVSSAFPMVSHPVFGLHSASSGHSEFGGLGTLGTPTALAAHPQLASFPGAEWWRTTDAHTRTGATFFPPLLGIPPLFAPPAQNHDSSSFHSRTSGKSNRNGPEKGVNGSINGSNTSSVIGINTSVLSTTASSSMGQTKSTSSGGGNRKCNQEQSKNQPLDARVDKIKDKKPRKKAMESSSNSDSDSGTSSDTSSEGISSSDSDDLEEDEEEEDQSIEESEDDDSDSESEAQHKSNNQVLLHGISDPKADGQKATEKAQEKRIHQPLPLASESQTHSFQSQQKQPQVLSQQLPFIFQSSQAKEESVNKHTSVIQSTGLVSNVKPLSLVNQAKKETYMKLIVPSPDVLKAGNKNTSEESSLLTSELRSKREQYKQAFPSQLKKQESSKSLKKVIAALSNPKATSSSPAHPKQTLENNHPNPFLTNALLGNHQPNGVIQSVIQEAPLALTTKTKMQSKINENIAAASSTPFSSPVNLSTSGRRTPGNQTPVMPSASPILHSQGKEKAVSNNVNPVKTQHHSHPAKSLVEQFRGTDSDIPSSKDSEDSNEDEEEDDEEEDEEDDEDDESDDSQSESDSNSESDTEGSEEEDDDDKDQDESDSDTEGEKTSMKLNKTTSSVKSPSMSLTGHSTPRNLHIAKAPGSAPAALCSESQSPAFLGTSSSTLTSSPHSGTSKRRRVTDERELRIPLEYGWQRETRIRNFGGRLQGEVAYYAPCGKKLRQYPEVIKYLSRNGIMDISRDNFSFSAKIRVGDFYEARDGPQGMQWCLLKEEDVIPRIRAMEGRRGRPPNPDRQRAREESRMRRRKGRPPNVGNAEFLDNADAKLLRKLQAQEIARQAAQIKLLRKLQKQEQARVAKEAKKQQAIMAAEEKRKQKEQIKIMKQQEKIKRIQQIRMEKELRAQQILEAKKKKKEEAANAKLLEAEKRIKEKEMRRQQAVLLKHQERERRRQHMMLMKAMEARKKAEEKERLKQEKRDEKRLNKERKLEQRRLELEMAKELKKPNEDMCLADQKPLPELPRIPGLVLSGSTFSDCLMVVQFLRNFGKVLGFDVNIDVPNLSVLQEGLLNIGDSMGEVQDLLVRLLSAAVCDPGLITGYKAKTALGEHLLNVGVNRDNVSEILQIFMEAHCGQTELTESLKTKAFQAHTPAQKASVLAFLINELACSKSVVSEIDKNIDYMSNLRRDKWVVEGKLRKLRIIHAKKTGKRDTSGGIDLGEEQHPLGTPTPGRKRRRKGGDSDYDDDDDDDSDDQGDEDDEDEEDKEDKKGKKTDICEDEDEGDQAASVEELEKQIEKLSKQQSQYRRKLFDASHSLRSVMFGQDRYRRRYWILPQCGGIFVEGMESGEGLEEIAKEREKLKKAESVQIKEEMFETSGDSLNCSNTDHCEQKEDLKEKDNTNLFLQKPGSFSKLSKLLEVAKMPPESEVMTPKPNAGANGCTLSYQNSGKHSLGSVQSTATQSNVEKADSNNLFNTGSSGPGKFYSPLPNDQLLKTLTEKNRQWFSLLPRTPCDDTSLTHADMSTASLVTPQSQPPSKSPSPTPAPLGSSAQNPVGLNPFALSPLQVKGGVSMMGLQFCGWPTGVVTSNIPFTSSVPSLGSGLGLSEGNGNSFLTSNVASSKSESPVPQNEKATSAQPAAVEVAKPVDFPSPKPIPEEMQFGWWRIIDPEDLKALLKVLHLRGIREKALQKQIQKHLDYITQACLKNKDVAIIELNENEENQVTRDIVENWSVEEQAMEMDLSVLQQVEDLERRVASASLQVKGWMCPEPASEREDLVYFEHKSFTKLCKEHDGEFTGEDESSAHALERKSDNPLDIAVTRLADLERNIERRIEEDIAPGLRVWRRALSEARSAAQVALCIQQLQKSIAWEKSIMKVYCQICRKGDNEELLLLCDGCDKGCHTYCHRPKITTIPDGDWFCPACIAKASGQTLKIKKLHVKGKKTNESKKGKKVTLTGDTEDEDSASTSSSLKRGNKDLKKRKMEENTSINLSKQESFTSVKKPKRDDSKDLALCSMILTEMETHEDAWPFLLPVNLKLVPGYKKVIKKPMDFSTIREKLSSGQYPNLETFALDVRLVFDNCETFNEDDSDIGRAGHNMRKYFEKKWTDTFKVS
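In this displacement format the biotinylated H3(5-23) peptide acetylated at Lys14 serves as ligand at 50 nM, with BAZ2B at 50 nM in PBS pH 7.4 containing 0.01% Tween-20. Donor and acceptor beads are 10 ug/mL final.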
BLM inh: Bloom syndrome helicase (human) inhibition. 350,000 compounds, 0.2% hits. Potency, µM (doses to about 56.1 µM), for the others: at the top dose activity change, negative = inhibition, hits mostly inhibitors. recombinant BLM DNA unwinding, fluorescence dequenching. P54132;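 further: plate controls were vehicle for no effect and no enzyme for full effect; nearly all actives have a fitted effect of over 35% in size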
Pol kappa inh: blocks human DNA polymerase kappa activity. 400,000 compounds, 0.53% hits. Potency, µM (top dose mostly 107 µM), for inactives: top-dose activity, negative = inhibition, hits mostly inhibitors. AID 588579. Q9UBT6. purified Pol kappa, fluorescent DNA synthesis assay, 10 min; further: on the % scale 0 is the no-effect control and ±100 the full control effect
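Pol kappa 10 nM + cpd, 15 min RT; start w/ substrate 50 nM final; fluorescence kinetic read, 0 and 10 min. Neg ctrl: buffer, no enzyme.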
JMJD2A Tudor: blocks the human JMJD2A Tudor domain; 390,000 compounds, 4.4% hits; AlphaScreen JMJD2A-Tudor / H3K4me3 peptide binding; O75164; Potency, µM (series often up to 114 µM), without a hit: at the highest dose activity change, negative = inhibition, hits mostly inhibitors; further: on the % scale 0 is the no-effect control and ±100 the full control effect; nearly all actives have a fitted effect of over 50% in size
APE1 inh: APE1 (human) endonuclease inhibition | recombinant APE1, TAMRA/BHQ-2 abasic DNA cleavage fluorescence | Potency, µM (top dose mostly 65.8 µM), for the others: at the top dose activity change, negative = inhibition, hits mostly inhibitors | 350,000 compounds, 0.35% hits | AID 2517;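 further: plate controls were vehicle for no effect and reference inhibitor for full effect; nearly all actives have a fitted effect of over 55% in size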
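Measures dequenching upon AP-site incision of a 5'-TAMRA/3'-BHQ-2 THF-containing duplex, 50 nM; human APE1 0.75 nM after 15 min room-temperature exposure to compound; kinetic three-point read at one-minute spacing.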
G9a block: blocks human histone lysine methyltransferase G9a; Q96KQ7; 350,000 compounds, 8.8% hits; AID 504332; Potency, µM (series often up to 102 µM), for inactives: top-dose activity, negative = inhibition, most hits filed as inhibitors; G9a H3K9 monomethylation, AlphaScreen, 2 h; further: on the % scale 0 is the no-effect control and ±100 the full control effect; nearly all actives have a fitted effect of over 75% in size
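G9a (20 nM) was preincubated 15 min with compound, then reacted 2 h at room temperature with 500 nM biotin-H3K9 peptide and 20 µM SAM. Monomethyl-H3K9 detected by AlphaScreen using anti-H3K9me1 antibody.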
POLH inh: DNA polymerase eta (human) inhibition; recombinant Pol eta, fluorescent DNA replication assay; Potency, µM (highest dose often 114 µM), without a hit: top-dose activity change, negative = inhibition, hits mostly inhibitors; 390,000 compounds, 1.2% hits; further: on the % scale 0 is the no-effect control and ±100 the full control effect
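Pol eta (10 nM) was preincubated with compounds for 15 min at room temperature, after which fluorescent replication substrate (50 nM final) was added to start the reaction. Fluorescence was read kinetically at 0 and 10 min.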
POLB inh: blocks human DNA polymerase beta activity. P06746. Pol beta primer extension/strand displacement, fluorescence kinetic. Potency, µM (top dose mostly 114 µM), for the others: at the highest dose activity change, negative = inhibition, hits mostly inhibitors. 340,000 compounds, 1.3% hits. AID 485314; further: on the % scale 0 is the no-effect control and ±100 the full control effect
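Pol beta (10 nM) and compounds were preincubated 15 min at room temperature, then 50 nM substrate (final) started primer extension/strand displacement. Reads were taken at 0 and 10 min; concentration-response data were fitted to a four-parameter Hill equation.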
* hit, by the source's call; [ ] = remark or other dose. The call rests on the fitted dose curve; in most records, active means well fitted curve in the direction sought with a large enough effect; inconclusive means small, poorly fitted or top-dose-only effect, or another doubt; inactive means no such curve, though single readings can be large; an effect the other way counts as inactive or inconclusive. Potency means the concentration at half of the fitted maximal effect.

Start of the data: the first 4 records (preview)
What do the screens show for `O=C(OCc1cc2ccccc2[nH]c1=O)c1cccs1`?
POLI inh: 20%; BAZ2B block: 8%; BLM inh: 1%; Pol kappa inh: -3%; JMJD2A Tudor: -3%; APE1 inh: 2%; G9a block: 20µM*; POLH inh: -17%; POLB inh: 27%

What do the screens show for `Cc1nc2ccc(S(=O)(=O)NCC(=O)NC(C)c3ccccc3)cc2s1` (stereo unspecified)?
POLI inh: 1%; BAZ2B block: 6%; BLM inh: 1%; Pol kappa inh: 7%; JMJD2A Tudor: -13%; APE1 inh: -17%; G9a block: inconclusive; POLH inh: 0%; POLB inh: -1%

How did Cc1ccccc1CNC(=O)C1CCN(c2nnc(C)c3c(C)n(-c4ccccc4)nc23)CC1 do in these assays?
POLI inh: -16%; BAZ2B block: -16%; BLM inh: 6%; Pol kappa inh: -5%; JMJD2A Tudor: -16%; G9a block: -23%[59 µM]; POLH inh: -5%; POLB inh: -10%

Results for CC(=O)c1cccc(NC(=O)N2CCCC2C(=O)Nc2cccc(C)c2)c1 (stereo unspecified) ?
POLI inh: 61%[activator]; BAZ2B block: 14%; BLM inh: 0%; Pol kappa inh: 1%; JMJD2A Tudor: -3%; APE1 inh: 1%; G9a block: -5%; POLH inh: -8%; POLB inh: 5%

This part in full, from the start:
What do the screens show for `O=C(OCc1cc2ccccc2[nH]c1=O)c1cccs1`?
POLI inh: 20%; BAZ2B block: 8%; BLM inh: 1%; Pol kappa inh: -3%; JMJD2A Tudor: -3%; APE1 inh: 2%; G9a block: 20µM*; POLH inh: -17%; POLB inh: 27%

What do the screens show for `Cc1nc2ccc(S(=O)(=O)NCC(=O)NC(C)c3ccccc3)cc2s1` (stereo unspecified)?
POLI inh: 1%; BAZ2B block: 6%; BLM inh: 1%; Pol kappa inh: 7%; JMJD2A Tudor: -13%; APE1 inh: -17%; G9a block: inconclusive; POLH inh: 0%; POLB inh: -1%

How did Cc1ccccc1CNC(=O)C1CCN(c2nnc(C)c3c(C)n(-c4ccccc4)nc23)CC1 do in these assays?
POLI inh: -16%; BAZ2B block: -16%; BLM inh: 6%; Pol kappa inh: -5%; JMJD2A Tudor: -16%; G9a block: -23%[59 µM]; POLH inh: -5%; POLB inh: -10%

Results for CC(=O)c1cccc(NC(=O)N2CCCC2C(=O)Nc2cccc(C)c2)c1 (stereo unspecified) ?
POLI inh: 61%[activator]; BAZ2B block: 14%; BLM inh: 0%; Pol kappa inh: 1%; JMJD2A Tudor: -3%; APE1 inh: 1%; G9a block: -5%; POLH inh: -8%; POLB inh: 5%

How did COc1ccc(C)cc1NC(=O)N(Cc1ccc(C)o1)C1CCN(C(C)=O)CC1 do in these assays?
POLI inh: -7%; BAZ2B block: -24%; BLM inh: 1%; Pol kappa inh: -4%; JMJD2A Tudor: -14%; G9a block: -5%[59 µM]; POLH inh: -12%; POLB inh: 1%

What do the screens show for `COc1ccc(NC(=O)c2nc(SC)ncc2Cl)cc1`?
POLI inh: 11%; BAZ2B block: 0%; BLM inh: -9%; Pol kappa inh: 8%; JMJD2A Tudor: -2%[11.4 µM]; APE1 inh: -2%; G9a block: 7%; POLH inh: inconclusive; POLB inh: -10%

What do the screens show for `O=C(O)c1ccc(NS(=O)(=O)c2cccc(C(=O)Nc3ccc(Br)cc3)c2)cc1`?
POLI inh: 17%; BAZ2B block: 7%; BLM inh: 2%; Pol kappa inh: -13%; JMJD2A Tudor: -14%; APE1 inh: 20%; G9a block: 20%[0.501 µM]; POLH inh: -19%; POLB inh: 23%

What do the screens show for `Cc1ccc(Cn2c(=O)c3cccnc3n(Cc3ccc(F)cc3)c2=O)cc1`?
POLI inh: 13%; BAZ2B block: 12%; BLM inh: -9%; Pol kappa inh: 3%; JMJD2A Tudor: 36%[activator]; G9a block: 53%[activator][59 µM]; POLH inh: -23%; POLB inh: 17%

How did Cc1ccc(CSCc2nc3ccccc3[nH]2)cc1 do in these assays?
POLI inh: -10%; BAZ2B block: -38%; BLM inh: 2%; Pol kappa inh: -7%; JMJD2A Tudor: -9%; APE1 inh: 2%; G9a block: -21%[59 µM]; POLH inh: -14%; POLB inh: 14%

How did Cc1noc(C)c1C(=O)N1CCCc2ccccc21 do in these assays?
POLI inh: 20%; BAZ2B block: -17%; BLM inh: 0%; Pol kappa inh: 5%; JMJD2A Tudor: -5%; APE1 inh: 2%; G9a block: -17%[59 µM]; POLH inh: -10%; POLB inh: 22%

Results for CN(C)C(CNC(=O)/C=C/c1cccc(Cl)c1)c1ccccc1 (stereo unspecified) ?
POLI inh: 65%[activator]; BAZ2B block: -28%; BLM inh: -2%; Pol kappa inh: 1%; JMJD2A Tudor: -35%; APE1 inh: 0%; G9a block: -18%; POLH inh: -18%; POLB inh: -11%

What do the screens show for `Cc1ccsc1C(=O)N1CCC(N2CCC(C(=O)NCC3CCCO3)CC2)CC1` (stereo unspecified)?
POLI inh: -14%; BAZ2B block: 0%; BLM inh: -1%; Pol kappa inh: -6%; JMJD2A Tudor: -1%; APE1 inh: -1%; POLH inh: -6%; POLB inh: 35%

What do the screens show for `COc1ccc(-c2nc(C#N)c(NCc3cccnc3)o2)cc1OC`?
POLI inh: 16%; BAZ2B block: -36%; BLM inh: -4%; Pol kappa inh: -9%; JMJD2A Tudor: -22%; APE1 inh: -3%; G9a block: 2%[12.7 µM]; POLH inh: -26%; POLB inh: 0%

How did C=CCn1c(SCC(C)=O)nc2scc(-c3ccco3)c2c1=O do in these assays?
POLI inh: inconclusive; BAZ2B block: 45µM*; BLM inh: inconclusive; Pol kappa inh: inconclusive; JMJD2A Tudor: 50µM*; APE1 inh: -32%; G9a block: 7.9µM*; POLH inh: 40µM*; POLB inh: 10µM*

How did COc1ccc(C2CC(c3cccs3)=NN2C(=O)CSc2nnc(N)s2)cc1OC (stereo unspecified) do in these assays?
POLI inh: 48%[activator]; BAZ2B block: -31%; BLM inh: -3%; Pol kappa inh: -7%; JMJD2A Tudor: -28%; APE1 inh: 14%; G9a block: 1%[59 µM]; POLH inh: 2%; POLB inh: 11%

Results for O=C(NC1CCCC1)c1ccc2c(c1)N(Cc1ccc(F)cc1)C(=O)c1ccccc1S2 ?
POLI inh: -18%; BAZ2B block: 1%; BLM inh: -20%; Pol kappa inh: -19%[60.1 µM]; JMJD2A Tudor: -15%; G9a block: -20%[59 µM]; POLH inh: 1%; POLB inh: -29%

What do the screens show for `CCOc1cccc(-c2nc3cc(C)ccc3o2)c1`?
POLI inh: -6%; BAZ2B block: 97%[activator]; BLM inh: -3%; Pol kappa inh: -1%; JMJD2A Tudor: 24%; APE1 inh: 7%; G9a block: 55%[activator][59 µM]; POLH inh: 5%; POLB inh: 8%

How did COc1ccc(NC(=O)CSc2nc(C)cc(C(F)(F)F)n2)cc1 do in these assays?
POLI inh: 8%; BAZ2B block: 0%; BLM inh: 2%; Pol kappa inh: -11%; JMJD2A Tudor: -7%; APE1 inh: -1%; G9a block: 16%[12.7 µM]; POLH inh: -18%; POLB inh: -1%

What do the screens show for `O=C(O)COc1ccc(NC(=O)C(c2ccccc2)c2ccccc2)cc1`?
POLI inh: -14%; BAZ2B block: 7%; BLM inh: -1%; Pol kappa inh: -11%; JMJD2A Tudor: -1%; APE1 inh: -7%; G9a block: 24%[0.501 µM]; POLH inh: -8%; POLB inh: 24%

Results for Cc1ccc2c(c1)c1c3n2CCCN(Cc2ccccc2)C3CCC1 (stereo unspecified) ?
POLI inh: 34%[activator]; BAZ2B block: 10µM*; BLM inh: 0%; Pol kappa inh: -27%; JMJD2A Tudor: inconclusive; APE1 inh: 13%; G9a block: 13µM*; POLH inh: -6%; POLB inh: -14%

Results for Cc1cc(SCC(=O)OCC(=O)N2CCN(C(=O)c3ccco3)CC2)c(C)cc1Br ?
POLI inh: -10%; BAZ2B block: inconclusive; BLM inh: -10%; Pol kappa inh: -14%; JMJD2A Tudor: -28%; APE1 inh: 0%; G9a block: inconclusive; POLH inh: -10%; POLB inh: -12%

How did Cc1c(NC(=O)C(C)Sc2nnc(-c3ccccc3)o2)c(=O)n(-c2ccccc2)n1C (stereo unspecified) do in these assays?
POLI inh: 9%; BAZ2B block: 3%; BLM inh: -3%; Pol kappa inh: -20%; JMJD2A Tudor: -25%; APE1 inh: -2%; G9a block: 1%[59 µM]; POLH inh: 6%; POLB inh: 11%

Results for C#CCOCCOCCOCCNc1nc(N2CCN(C(=O)[C@H](CCC(=O)O)n3cc(C(N)CC(C)C)nn3)CC2)nc(N2CCN(C(=O)[C@H](Cc3ccc(O)cc3)n3cc(C(N)CC(C)C)nn3)CC2)n1 (stereo partly specified) ?
POLI inh: -7%; BAZ2B block: 79µM*; BLM inh: 0%; Pol kappa inh: -4%; JMJD2A Tudor: 79µM*; APE1 inh: 3%; G9a block: inconclusive; POLH inh: -6%; POLB inh: 3%

What do the screens show for `CCOC(=O)C1=C(c2ccccc2)NC(=O)NC1c1ccsc1` (stereo unspecified)?
POLI inh: 37%[activator]; BAZ2B block: 2%; BLM inh: -5%; Pol kappa inh: -18%; JMJD2A Tudor: -10%; APE1 inh: -7%; G9a block: -2%[59 µM]; POLH inh: -2%; POLB inh: 2%

How did CN(C)c1ccc(/C=C/C(=O)c2c(O)c3ccccc3oc2=O)cc1 do in these assays?
POLI inh: -18%; BAZ2B block: inconclusive; BLM inh: -4%; Pol kappa inh: -18%; JMJD2A Tudor: -18%; APE1 inh: 8%; POLH inh: 5%; POLB inh: -18%

Results for CC1(C(=O)NC2CCCCCCC2)CCC(=O)N1Cc1cccs1 (stereo unspecified) ?
POLI inh: 3%; BAZ2B block: -6%; BLM inh: 3%; Pol kappa inh: -6%; JMJD2A Tudor: -6%; APE1 inh: 2%; G9a block: 16%; POLH inh: 1%; POLB inh: 1%

Results for Cc1ccc(S(=O)(=O)Nc2cccc(C(=O)NCc3ccc(S(N)(=O)=O)cc3)c2)cc1 ?
POLI inh: 18%; BAZ2B block: -1%; BLM inh: -12%; Pol kappa inh: -5%; JMJD2A Tudor: -17%; APE1 inh: 11%; G9a block: 2%; POLH inh: -18%; POLB inh: -6%

Only part of the results is shown; rates above refer to the full screens.
